# LYPLA1 inh = counter-screen for PME1 inhibitors: inhibitors of human LYPLA1. AID 2174. recombinant LYPLA1, FP-Rh probe fluorescence polarization. inhibition, % at 5.9 µM. actives 0.16% (n = 320,000). O75608;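 active means inhibition above the mean of all tested compounds plus 3 SD, set per campaign, cut at about 14% in these data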;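 further: inhibitors block serine hydrolase probe labeling of LYPLA1 so polarization falls; 0% = enzyme with DMSO and 100% = wells lacking LYPLA1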
# PREPL inhibitor = human PREPL enzyme inhibition; recombinant PREPL, fluorescence polarization activity-based probe; Q4J6C6; inhibition, % at 5.96 µM; actives 0.68% (n = 320,000); in the data active means inhibition above about 43%;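 further: 0% = enzyme with DMSO and 100% = wells lacking enzyme; many of its hits are not listed in these tables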
# Target sequence (Q4J6C6 whole entry, looked up): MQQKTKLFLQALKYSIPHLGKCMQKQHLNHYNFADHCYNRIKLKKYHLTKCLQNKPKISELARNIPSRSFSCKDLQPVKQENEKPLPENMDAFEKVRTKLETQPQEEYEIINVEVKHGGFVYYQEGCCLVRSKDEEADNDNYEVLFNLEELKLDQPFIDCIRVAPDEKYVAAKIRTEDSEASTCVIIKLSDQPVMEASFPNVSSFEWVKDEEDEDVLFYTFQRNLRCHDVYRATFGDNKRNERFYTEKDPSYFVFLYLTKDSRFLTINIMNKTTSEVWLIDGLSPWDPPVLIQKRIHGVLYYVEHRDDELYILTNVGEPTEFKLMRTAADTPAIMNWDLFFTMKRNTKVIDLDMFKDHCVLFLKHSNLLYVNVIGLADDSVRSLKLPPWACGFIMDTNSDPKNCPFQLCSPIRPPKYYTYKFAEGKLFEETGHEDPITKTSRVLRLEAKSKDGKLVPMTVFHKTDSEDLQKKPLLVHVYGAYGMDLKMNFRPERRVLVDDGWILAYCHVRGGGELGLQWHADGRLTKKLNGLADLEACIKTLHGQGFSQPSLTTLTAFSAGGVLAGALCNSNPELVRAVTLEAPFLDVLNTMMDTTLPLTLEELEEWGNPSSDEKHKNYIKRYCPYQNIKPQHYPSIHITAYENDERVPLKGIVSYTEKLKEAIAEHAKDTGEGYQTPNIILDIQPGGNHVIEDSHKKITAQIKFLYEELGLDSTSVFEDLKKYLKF
# PAFAH1B3 inh = blocks human PAF acetylhydrolase 1B catalytic subunit 3 | recombinant PAFAH1B3, FP-rhodamine probe, fluorescence polarization | inhibition, % at 3.39 µM | actives 0.28% (n = 340,000) | AID 492972;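 active means inhibition above the screen-wide average of all tested compounds plus 3 SD, cut at about 25% in these data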;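 further: 0% = enzyme with DMSO only and 100% = wells lacking PAFAH1B3 protein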
# EBNA-1 inh = blocks EBNA-1 binding to DNA; EBNA-1 DNA binding, fluorescence polarization; inhibition, % at 14.8 µM; actives 0.34% (n = 300,000); AID 1950; in the data active means inhibition above about 28%
# pPAFAH inh = inhibitors of human plasma PAF acetylhydrolase (pPAFAH) | inhibition, % at 3.39 µM | actives 1.5% (n = 330,000) | recombinant pPAFAH, FP-rhodamine probe fluorescence polarization;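 active means inhibition above the mean inhibition across the screen plus 3 SD, cut at about 25% in these data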;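 further: inhibitors block binding of the rhodamine activity-based probe so polarization drops; 0% = enzyme with DMSO and 100% = wells lacking pPAFAH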
# PAFAH1B2 inh = blocks human PAF acetylhydrolase 1b catalytic subunit 2 | recombinant PAFAH1B2, FP-rhodamine activity probe, fluorescence polarization | actives 1.2% (n = 340,000) | inhibition, % at 3.39 µM | P68402;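 active means inhibition above the mean of all tested compounds plus 3 SD, cut at about 24% in these data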;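 further: 0% = enzyme with DMSO and 100% = wells lacking PAFAH1B2; many of its hits are not listed in these tables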
# Target sequence (P68402 whole entry, looked up): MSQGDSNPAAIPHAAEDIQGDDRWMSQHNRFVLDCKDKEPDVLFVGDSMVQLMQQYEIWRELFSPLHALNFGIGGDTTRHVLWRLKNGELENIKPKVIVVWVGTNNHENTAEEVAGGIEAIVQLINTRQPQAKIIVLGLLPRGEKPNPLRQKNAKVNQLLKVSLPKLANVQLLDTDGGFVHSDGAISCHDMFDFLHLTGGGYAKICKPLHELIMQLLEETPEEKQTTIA
# PAFAH2 inh = PAFAH2 (human) inhibition. Q99487. recombinant PAFAH2, FP-rhodamine activity probe, fluorescence polarization. inhibition, % at 3.39 µM. actives 0.99% (n = 340,000). AID 492956;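 active means inhibition above the mean over all tested compounds plus 3 SD, cut at about 30% in these data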;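 further: inhibitors block probe labeling of enzyme so polarization drops; 0% = enzyme with DMSO and 100% = wells lacking PAFAH2 protein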
# ZTA DNA inh = ZTA (EBV) inhibition in EBNA-1 counter-screen; P03206; ZTA-DNA binding, fluorescence polarization; inhibition, % at 11 µM; actives 0.15% (n = 320,000); AID 2234; in the data active means inhibition above about 33%
# LYPLA2 counter = blocks human lysophospholipase 2, a PME1 counter-screen. actives 0.38% (n = 320,000). O95372. inhibition, % at 5.9 µM. recombinant LYPLA2, FP-Rh probe fluorescence polarization. AID 2177;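 active means inhibition above the screen-wide mean plus 3 SD, limit set per campaign, cut at about 26% in these data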;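 further: 0% = LYPLA2 with DMSO and 100% = wells lacking LYPLA2 enzyme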
# Numbers without * were called inactive; . = no result given. Only part of the results is shown (hit frequency here may not be typical).
SMILES,LYPLA1 inh,PREPL inhibitor,PAFAH1B3 inh,EBNA-1 inh,pPAFAH inh,PAFAH1B2 inh,PAFAH2 inh,ZTA DNA inh,LYPLA2 counter
Cc1ccc(S(=O)(=O)/N=C(/c2ccccc2)N2CCOCC2)c(C)c1,0.6,2.8,.,-8.4,2.7,.,.,5.1,2.1
O=C(Nc1cccc(O)c1)c1noc2c1CCCCC2,-3.5,-2.5,-1.1,10.0,-2.9,11.3,6.9,8.3,-2.3
O=C1Nc2ncccc2OC1CCO (centres undefined),1.8,-2.6,5.3,4.4,-5.2,-2.2,5.0,6.2,7.0
O=C(O)CCCCCN1C(=O)/C(=C\c2ccncc2)SC1=S,0.2,1.2,9.4,-3.4,-3.8,-2.5,-8.5,-3.5,5.3
Cc1ccc(/C=C/C(=O)Nc2cc(S(N)(=O)=O)ccc2O)cc1,-3.6,1.4,8.7,7.4,1.9,11.6,24.4,6.9,-9.2
CC(C)CNC(=S)N(CCCN(C)C)Cc1cc2cc3c(cc2[nH]c1=O)OCCO3,-0.6,-6.3,-4.5,-6.3,2.7,6.4,0.3,-10.1,-0.5
COc1ccc(/C=N/NC(=O)c2cc[n+]([O-])cc2)cc1,-5.6,-6.0,11.0,-4.5,-1.0,-3.0,1.5,-9.1,-10.5
Cc1n[nH]c(C)c1SCC(=O)Nc1ccc(F)cc1,-2.6,-5.7,-0.2,10.0,6.9,4.4,-4.0,19.0,1.8
CCOC(=O)N1CCN(C(=O)c2cc(S(=O)(=O)N3CCc4ccccc43)ccc2OC)CC1,0.5,8.3,5.3,-1.5,7.5,-0.9,9.9,0.5,-3.0
Cc1ccc(S(=O)(=O)N2[C@@H](c3cccc4ccccc34)C(C(=O)O)=C[C@H]2C(C)(C)C)cc1,.,18.8,19.1,.,-2.5,18.9,4.3,.,.
O=C(NC1CCCCCC1)C(=S)N1CCOCC1,-3.7,-1.2,-0.4,3.8,0.8,0.5,0.0,9.9,0.5
CC(C)=CCN1CCN(Cc2cccn2-c2ccccn2)CC1CCO (centres undefined),2.3,4.4,5.9,-2.2,-0.9,1.7,13.1,-10.1,5.1
CN(C(=O)COC(=O)Cc1ccccc1[N+](=O)[O-])C1CCS(=O)(=O)C1 (centres undefined),.,3.8,6.6,.,-1.4,6.5,8.0,.,.
COC(=O)COn1c(-n2nc(C)cc2C)nc2ccccc2c1=O,-4.1,5.1,7.3,2.7,6.1,0.7,-1.5,-5.2,-1.4
CCC1OC2(C)OC(=N)C1(C#N)C(C#N)(C#N)C2c1ccccc1 (centres undefined),8.7,5.4,6.8,5.9,8.1,8.1,18.2,7.3,14.3
COc1ccc(C(CC(=O)N2CCCC2)c2ccc(F)cc2)cc1 (centres undefined),1.6,7.0,3.1,-6.3,7.7,8.9,6.2,-7.8,-4.8
COc1ccc(CCC(C)N2CCC(Oc3ccc(C(=O)N4CCCC4)cc3)CC2)cc1 (centres undefined),5.1,19.3,-2.3,-12.4,2.6,3.6,-6.2,-9.6,23.9
O=C(NCCS(=O)(=O)NCc1ccccc1)c1ccccc1,0.7,-6.8,11.9,3.8,2.6,1.5,-3.9,11.6,5.3
C=CC[N+](C)(C)CCCNC(=O)/C=N/O,-1.7,7.8,2.3,-6.3,-2.5,-1.4,-5.2,-0.2,-9.8
COc1cc(S(=O)(=O)N2CCCC2)c(C)cc1C,-2.0,12.4,6.8,-9.5,-3.8,3.0,4.0,3.4,-3.4
COC(=O)c1ccc(CN2C(=O)NC(CC(C)C)C2=O)cc1 (centres undefined),-0.8,0.0,-4.5,0.2,1.1,4.2,-1.9,9.1,0.5
Cc1c(NC(=S)NC(=O)c2ccco2)cccc1-c1nc2ncccc2o1,-1.1,6.8,-0.7,-0.6,5.4,0.8,5.7,-8.2,-6.0
Cc1sc2ncnc(N=Nc3c(O)[nH]c4ccccc34)c2c1C,-3.9,22.4,3.2,0.7,-6.7,1.9,-12.0,-19.4,-1.0
CCSc1nnc(NC(=O)C2CCCCC2C(=O)O)s1 (centres undefined),0.4,5.4,8.0,-0.1,0.2,8.1,5.2,-12.9,2.3
CC(C)Oc1ccc(S(=O)(=O)N2CCOCC2)cc1NC(=O)C1CCC1,4.0,8.2,5.9,0.7,-1.3,7.9,1.8,-2.2,3.1
CCOc1ccccc1NC(=O)Cn1c(-c2ccc(Cl)cc2)noc1=O,-0.1,-31.3,8.6,-11.9,4.3,14.1,-0.2,-19.3,4.5
Cc1ccc(C(=O)NC(=S)NCC2CCCO2)cc1[N+](=O)[O-] (centres undefined),-3.3,0.7,4.4,-2.6,-3.0,-0.8,-19.0,-13.1,-2.3
Cc1ccc(NC(=O)Cc2nnc(SCC(=O)Nc3nncs3)n2C)cc1,0.5,5.5,4.3,8.3,7.9,1.2,4.9,3.1,6.0
O=C(CCc1nnc(COc2ccccc2)o1)NC1(c2ccccc2)CC1,-1.2,9.6,6.6,-10.1,-0.3,3.0,-3.0,-5.2,4.3
OCC(C#CCN1CCCCC1)NCc1ccccc1 (centres undefined),5.2,12.4,1.6,-1.8,0.7,3.6,1.3,-2.2,0.6
COc1ccc(-c2cc3nc(CCl)[nH]c(=O)c3s2)cc1,-8.7,-6.0,2.8,0.8,-5.2,2.9,1.8,12.3,2.6
CCCOc1ccc(C(=O)c2ccccc2C(=O)OC2CCOC2=O)cc1OCCC (centres undefined),-2.4,7.9,3.5,.,1.6,2.5,-5.7,-14.3,-2.2
COc1ccc(C2CC(c3ccccc3)=NN2C(=O)COC(=O)COc2ccccc2)cc1 (centres undefined),-2.7,3.9,1.2,3.2,7.0,-0.9,-2.2,-0.1,-6.7
CCOc1ccccc1NCc1cc(=O)oc2cc(C)ccc12,0.2,36.8,1.6,8.4,12.9,-0.2,-7.1,-0.2,2.7
O=C(NCCSCc1ccc(Cl)cc1)c1cccs1,-1.1,-5.4,11.9,-5.4,8.1,24.5*,0.8,-10.1,-0.3
Cc1cccc(S(=O)(=O)NCCNS(=O)(=O)c2cccc(C)c2)c1,1.2,13.0,12.0,-13.1,6.1,5.3,6.0,-11.3,-2.4
O=C(COc1ccccc1-c1ccccc1)NCCN1C(=O)S/C(=C\c2cccnc2)C1=O,-5.0,-2.4,6.5,-6.7,0.7,-2.0,-5.5,2.6,-6.7
CC(C(=O)Nc1cccnc1)C1Sc2ccccc2NC1=O (centres undefined),-4.6,-0.3,-1.5,-2.6,1.9,4.0,-6.1,6.2,2.6
Cc1cc(Br)ccc1SCC(=O)OCC(=O)NCc1ccco1,-0.9,-1.2,3.7,-10.0,22.3,15.5,0.1,-15.8,9.5
Cc1cc(C)cc(N(CCC#N)C(=O)CSC2=Nc3ccccc3C3CC=NN23)c1 (centres undefined),0.6,-5.0,3.3,-5.8,-2.0,-0.3,1.4,-3.9,-2.3
CSc1nc(C)cc(-n2ccc(=O)[nH]c2=O)n1,-0.2,11.3,2.1,-5.8,-5.1,-2.7,-9.3,4.1,-3.8
CC1CCC(NC(=O)C2CC(=O)N(c3ccc(Cl)cc3)C2)CC1 (centres undefined),0.2,7.1,7.0,-0.4,-2.1,3.5,3.4,-16.1,1.4
CCS(=O)(=O)c1nc2ccccc2n1CC(=O)N1CCOCC1,0.4,-1.1,3.4,3.3,0.1,0.7,4.4,-20.0,-2.8
Nc1ncnc(Nc2cc(Cl)cc(Cl)c2)c1[N+](=O)[O-],-1.9,-1.3,-6.2,-9.9,1.9,-3.7,0.6,4.7,-1.8
COc1ccc(CN(C)CC(=O)N2CCc3ccccc3C2)cc1,2.2,-9.0,3.1,1.3,3.6,1.5,-1.6,-5.5,-1.3
O=C(O)CCN1C(=O)c2ccc(NC(=O)CCc3ccccc3)cc2C1=O,0.0,-0.5,4.9,-0.1,10.3,3.5,-3.1,-4.4,1.0
Cn1c(C(=O)N(Cc2ccccc2)Cc2ccccn2)cc2sccc21,0.3,7.8,4.0,2.6,6.9,5.7,7.5,-0.2,4.5
Cc1cccc(NC(=S)NC(=O)c2ccco2)c1C,-1.8,7.1,3.0,-0.6,5.9,5.1,6.4,12.4,-0.5
COC(=O)CSc1nc(-c2ccccc2)nc2ccccc12,0.0,2.0,-3.5,-6.0,1.8,-0.1,-12.6,-6.5,-1.4
O=C(NCC(O)CO)c1ccc2[nH]c3ccccc3c2c1 (centres undefined),1.4,2.5,-4.4,7.3,0.7,-2.6,-4.3,11.3,2.2
Nc1ccc(S(=O)(=O)N2CCCC2)cc1Cl,2.2,-3.5,12.1,-3.0,0.9,2.5,3.1,0.2,16.1
CC(C)COc1ccc(C(=O)N2C(=O)c3ccc(N)cc3C2=O)cc1,-0.1,-9.6,-16.7,3.0,-3.0,-7.4,-21.1,2.3,-2.9
Cc1noc(C)c1COc1ccc(C(=O)NNC(=O)c2ccccc2)cc1,-0.1,6.1,-0.5,15.0,-0.3,1.6,0.2,5.3,0.3
CSCCC(NC(=O)c1ccccc1Cl)C(=O)NNC(=O)c1csc(N2CCOCC2)n1 (centres undefined),-2.4,0.3,5.8,0.9,0.6,4.4,0.5,-7.0,1.5
O=C(NC1CCS(=O)(=O)C1)c1ccc(S(=O)(=O)N2CCCC2)cc1 (centres undefined),-2.1,5.3,5.6,-0.1,0.6,5.3,2.2,-12.2,4.0

# By substructure, the entries above with two or more sulfur atoms (7)
SMILES,LYPLA1 inh,PREPL inhibitor,PAFAH1B3 inh,EBNA-1 inh,pPAFAH inh,PAFAH1B2 inh,PAFAH2 inh,ZTA DNA inh,LYPLA2 counter
O=C(O)CCCCCN1C(=O)/C(=C\c2ccncc2)SC1=S,0.2,1.2,9.4,-3.4,-3.8,-2.5,-8.5,-3.5,5.3
CCSc1nnc(NC(=O)C2CCCCC2C(=O)O)s1 (centres undefined),0.4,5.4,8.0,-0.1,0.2,8.1,5.2,-12.9,2.3
Cc1ccc(NC(=O)Cc2nnc(SCC(=O)Nc3nncs3)n2C)cc1,0.5,5.5,4.3,8.3,7.9,1.2,4.9,3.1,6.0
O=C(NCCSCc1ccc(Cl)cc1)c1cccs1,-1.1,-5.4,11.9,-5.4,8.1,24.5*,0.8,-10.1,-0.3
Cc1cccc(S(=O)(=O)NCCNS(=O)(=O)c2cccc(C)c2)c1,1.2,13.0,12.0,-13.1,6.1,5.3,6.0,-11.3,-2.4
CSCCC(NC(=O)c1ccccc1Cl)C(=O)NNC(=O)c1csc(N2CCOCC2)n1 (centres undefined),-2.4,0.3,5.8,0.9,0.6,4.4,0.5,-7.0,1.5
O=C(NC1CCS(=O)(=O)C1)c1ccc(S(=O)(=O)N2CCCC2)cc1 (centres undefined),-2.1,5.3,5.6,-0.1,0.6,5.3,2.2,-12.2,4.0
